ELG1 DNA repair – blocks ELG1-dependent DNA repair in HEK293T cells | HEK293T ELG1-luciferase reporter, luminescence, 16 h; DNA damage induced by 5-fluorouridine | Potency, µM (series often up to 46.1 µM), inactives show at the highest dose activity change, negative = inhibition, hits mostly inhibitors | 330,000 compounds, 2.3% hits | AID 504467; note: potency is the fitted concentration of half-maximal effect; % is set by controls: 0 for no effect and ±100 for the full control effect; nearly all actives have a fitted effect of over 55% in size
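DMSO vehicle served as the neutral condition. Each well held 2,000 cells given 5-fluorouridine plus compound; after 16 hr at 37 °C/5% CO2, ONE-Glo was added and luciferase measured 30 min later.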
Gal4-VP16 FLuc – counter-screen for ROR gamma inhibitors: Gal4-VP16 reporter | Drosophila S2 Gal4-VP16 UAS-luciferase, luminescence, 20 h | Potency, µM (titrated, usually from 53.6 µM), without a hit: at the highest dose activity, negative = inhibition, hits mostly inhibitors | 310,000 compounds, 3.5% hits | AID 2546;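 note: Gal4-VP16 expression switched on by copper sulfate through the metallothionein promoter; potency is the fitted concentration of half-maximal effect; % is set by controls: 0 for no effect and ±100 for the full control effect; nearly all actives have a fitted effect of over 50% in size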
TRPV1 agonist – agonists of human vanilloid receptor 1 (TRPV1); AID 540275; Q8NER1; 320,000 compounds, 0.19% hits; TRPV1-expressing cells, Fluo-8 calcium influx, agonist mode; activation, % at 8.33 µM; in the data active = activation above about 80%; inconclusive = between about 30% and that limit; note: 0% is about no effect
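Cells expressing TRPV1 were dye-loaded with Fluo-8 and read kinetically: 10 s baseline, 3 min after compound (agonist portion), then 2 min after EC20 capsaicin (allosteric enhancer portion). Calcium-bound dye fluorescence at 480/520 nm.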
Rab9 prom act – activators of Rab9 promoter | Huh7 Rab9 promoter-luciferase reporter, luminescence, 24 h | Potency, µM (doses to about 9.22 µM), for the others: top-dose activation, negative = inhibition, usual class: activators | 320,000 compounds, 2.8% hits; note: potency is the fitted concentration of half-maximal effect; % of control where 0% means no effect; nearly all actives have a fitted effect of over 60% in size
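Promoter activation is measured as luciferase luminescence in Huh7 cells stably transfected with a Rab9 promoter–luciferase construct, following 24 h compound exposure at 37 °C and 10 min reagent incubation at ambient temperature.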
p53 reactivation – restores transcriptional activity of mutant p53. AID 504706. 320,000 compounds, 0.063% hits. H1299 p53-A138V BP100-luciferase reporter, luminescence, 24 h. Potency, µM (doses to about 92.2 µM), for the others: at the highest dose activity change, positive = activation, most hits filed as activators; note: potency is the fitted concentration of half-maximal effect; % of control where 0% means no effect; nearly all actives have a fitted effect of over 45% in size
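p53-null H1299 cells stably carrying temperature-sensitive p53-A138V and a BP100-luciferase reporter were pinned with compounds (4-point, 1:5 series) and held 24 hrs at 37 deg C. Luminescence was read 10 min after detection reagent.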
FLuc counter – inhibits or activates purified firefly luciferase, miR-21 counter-screen | P08659 | purified FLuc, Km substrates, luminescence inhibition | AID 588342 | Potency, µM (highest dose often 57.5 µM), for inactives: at the highest dose activity change, negative = inhibition, usual class: inhibitors | 360,000 compounds, 6.9% hits;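 note: potency is the fitted concentration of half-maximal effect; plate controls were vehicle for no effect and reference inhibitor for full effect; nearly all actives have a fitted effect of over 55% in size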
Target sequence (P08659 whole entry, looked up): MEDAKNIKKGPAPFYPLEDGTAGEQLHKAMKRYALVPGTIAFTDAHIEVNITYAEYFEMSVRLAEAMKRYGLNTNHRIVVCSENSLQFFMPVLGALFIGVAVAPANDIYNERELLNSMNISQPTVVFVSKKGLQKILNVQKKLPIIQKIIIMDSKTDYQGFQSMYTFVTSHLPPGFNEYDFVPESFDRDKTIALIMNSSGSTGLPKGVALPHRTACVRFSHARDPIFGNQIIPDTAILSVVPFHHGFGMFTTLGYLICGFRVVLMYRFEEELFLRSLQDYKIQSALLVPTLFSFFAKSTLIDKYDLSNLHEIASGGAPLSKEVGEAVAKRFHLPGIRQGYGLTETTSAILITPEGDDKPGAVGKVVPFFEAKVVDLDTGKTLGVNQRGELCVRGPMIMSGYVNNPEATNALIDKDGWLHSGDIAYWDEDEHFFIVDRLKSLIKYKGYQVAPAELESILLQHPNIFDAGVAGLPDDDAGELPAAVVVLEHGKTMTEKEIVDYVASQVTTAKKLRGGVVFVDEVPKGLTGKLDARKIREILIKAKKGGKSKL
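Purified P. pyralis luciferase, 10 nM final, with Km-level 10 uM D-luciferin and 10 uM ATP in 50 mM Tris acetate pH 7.5, 10 mM Mg acetate, 0.01% Tween-20, 0.05% BSA; 6-point qHTS titration about 60 µM downward; luminescence read.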
NPC1 prom act – activates the NPC1 promoter | Huh7 NPC1 promoter luciferase reporter, 24 h | Potency, µM (titrated, usually from 9.22 µM), for inactives: top-dose activation, most hits filed as activators | 320,000 compounds, 2.4% hits | AID 485313;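 note: potency is the fitted concentration of half-maximal effect; % of control where 0% means no effect; nearly all actives have a fitted effect of over 60% in size; reporter is driven by a mutant NPC1 promoter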
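Quantitative HTS used a cell-based reporter: Huh7 cells stably bearing the NPC1 promoter upstream of luciferase were treated with compounds for 24 h, and promoter activation was read as luminescence.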
RORg inh – blocks mouse ROR gamma transcriptional activity | P51450 | Potency, µM (top dose mostly 53.6 µM), inactives show at the top dose activity change, negative = inhibition, most hits filed as inhibitors | Drosophila S2 Gal4-RORgamma UAS-luciferase reporter, 20 h | 310,000 compounds, 5.4% hits | AID 2551; note: potency is the fitted concentration of half-maximal effect; % is set by controls: 0 for no effect and ±100 for the full control effect; nearly all actives have a fitted effect of over 60% in size
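A Gal4/UAS one-hybrid system in insect cells: metallothionein-promoter Gal4–ROR gamma fusion plus Photinus luciferase reporter. Copper sulfate 700 uM final, 20 hr ambient incubation, luminescent detection after 10 min with reagent.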
ELG1 genotox – genotoxicity induction in ELG1-luciferase HEK293T cells; HEK293T ELG1-luciferase reporter, luminescence, 16 h; 330,000 compounds, 1.3% hits; Potency, µM (top dose mostly 46 µM), for inactives: top-dose activity change, positive = activation, actives largely listed as activators; note: potency is the fitted concentration of half-maximal effect; % of control where 0% means no effect; nearly all actives have a fitted effect of over 60% in size
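Genotoxicity was scored as increased ELG1-luciferase reporter signal, measured by ONE-Glo luminescence (30 min, room temperature). Compound or vehicle exposure of the HEK293T reporter cells lasted 16 hr at 37°C.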
Tb PFK inh – T. brucei PFK enzyme inhibition; T. brucei PFK, ADP-Glo luminescence; Potency, µM (titrated, usually from 57.5 µM), for inactives: top-dose activity, negative = inhibition, most hits filed as inhibitors; 330,000 compounds, 0.17% hits; AID 485367; O15648;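 note: potency is the fitted concentration of half-maximal effect; 0% = uninhibited 1x PFK enzyme wells and -100% = no-enzyme wells; nearly all actives have a fitted effect of over 60% in size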
Target sequence (O15648 whole entry, looked up): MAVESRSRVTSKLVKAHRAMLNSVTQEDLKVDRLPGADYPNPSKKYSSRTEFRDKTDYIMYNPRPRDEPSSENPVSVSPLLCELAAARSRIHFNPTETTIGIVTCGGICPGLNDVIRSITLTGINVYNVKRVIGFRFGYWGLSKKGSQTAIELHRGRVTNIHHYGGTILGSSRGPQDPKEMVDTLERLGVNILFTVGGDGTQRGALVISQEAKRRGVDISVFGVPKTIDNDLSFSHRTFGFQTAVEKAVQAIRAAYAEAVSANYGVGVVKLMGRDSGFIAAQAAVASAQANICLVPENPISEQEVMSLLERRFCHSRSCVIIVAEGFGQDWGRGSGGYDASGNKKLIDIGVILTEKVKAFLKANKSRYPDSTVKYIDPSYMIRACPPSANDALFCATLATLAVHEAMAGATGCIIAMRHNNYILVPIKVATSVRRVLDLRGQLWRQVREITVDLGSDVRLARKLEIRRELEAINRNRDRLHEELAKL
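Luminescent ADP detection (ADP-Glo, two-step: ATP depletion then ADP-to-ATP conversion for luciferase) reported PFK activity after 45 min room-temperature reaction of 1.25 nM enzyme with 0.5 mM F6P and 0.1 mM ATP at pH 8.0.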
BRCA1 expr act – activators of BRCA1 expression; MCF7-BRCA1-FFLuc reporter, luminescence, 48 h; response scale: scaled: vehicle 0%, 10 µM genistein 100%; Potency, µM (doses to about 46.1 µM), without a hit: top-dose activation, hits mostly activators; 380,000 compounds, 1.1% hits; note: potency is the fitted concentration of half-maximal effect; nearly all actives have a fitted effect of over 80% in size; some results filed as inactive show a strong effect at the top dose
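MCF7 cells carrying a BRCA1-firefly luciferase reporter (2000 cells/well, phenol-red free MEM) were attached for 2 h at 37 °C, then given compounds for 48 h. Luminescence was read 15 min after luciferase reagent; activity normalized to genistein (10 microM) and DMSO.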
* = called active by the depositor; ? = inconclusive; nt = no result given. Unless noted, calls come from the whole dose curve; as a rule, active = well fitted curve in the direction sought with a large enough effect; inconclusive = small, poorly fitted or top-dose-only effect, or another doubt; inactive = no such curve, though single readings can be large; an effect the other way counts as inactive or inconclusive.

#1 CC(=O)Nc1ccc(/C=N/NC(=O)CCN2CCN(c3ccccc3)CC2)cc1
#2 O=C(CSc1ccc(Cl)cc1)NCc1ccncc1
#3 CCN(CC)S(=O)(=O)c1ccc2c3c(cccc13)C(=O)S2
#4 O=C(NCc1cccnc1)c1cccc(S(=O)(=O)Nc2ccc(F)cc2)c1
#5 CCn1nnc2c(=O)oc3ccccc3c21
#6 CCOc1ccccc1N1CCN(C(=O)c2ccccc2OCc2c(C)noc2C)CC1
#7 O=C(COC(=O)/C=C/c1ccco1)Nc1cccc([N+](=O)[O-])c1
#8 COc1ccccc1NC(=O)CSc1ccc(-c2ccccn2)nn1
#9 COC(=O)[C@@]12CCCCN1[C@H](c1ccc(-c3ccc(C(C)=O)cc3)cc1)[C@H]1C(=O)N(C)C(=O)[C@H]12
#10 Cc1nc(N)c(C#N)c(-c2ccccc2)c1C

assay / entry	1	2	3	4	5	6	7	8	9	10
p53 reactivation	3%	-1%	-4%	-2%	2%	2%	5%	?	-8%	-9%
RORg inh	5%	17%	-13%	nt	-1%	nt	19%	-41%	nt	-8%
NPC1 prom act	-1%	-1%	-1%	-1%	-5%	0%	-3%	12%	-6%	-2%
FLuc counter	-3%	3%	-8%	2%	1%	0%	8%	-18%	3%	-1%
BRCA1 expr act	16%	-22%	7%	-21%	-20%	6%	-20%	-57%	0%	9%
Rab9 prom act	0%	-4%	3%	0%	0%	-2%	2%	15%	-5%	-9%
TRPV1 agonist	1	?	-7	-5	0	12	11	5	0	-6
Gal4-VP16 FLuc	4%	2%	-2%	nt	-4%	nt	3%	-2%	nt	6%
ELG1 DNA repair	14%	-4%	?	-7%	-8%	-1%	2%	-1%	?	-19%
ELG1 genotox	3%	-1%	-5%	-5%	4%	-1%	0%	?	-10%	-5%
Tb PFK inh	-4%	-5%	0%	-11%	0%	-4%	-7%	2%	-16%	0%

The list goes on, starting with the last 3 of the part before.
#8 COc1ccccc1NC(=O)CSc1ccc(-c2ccccn2)nn1
#9 COC(=O)[C@@]12CCCCN1[C@H](c1ccc(-c3ccc(C(C)=O)cc3)cc1)[C@H]1C(=O)N(C)C(=O)[C@H]12
#10 Cc1nc(N)c(C#N)c(-c2ccccc2)c1C
#11 CCc1ccc(S(=O)(=O)c2ccc(-n3nc(C)cc3N)cc2)cc1
#12 C=CCOc1c(CNn2nnnc2N)cccc1OC
#13 CN(Cc1cccnc1)C(=O)CNC(=O)c1ccc(Cl)cc1Cl
#14 COCc1cc(=O)[nH]c2cc(NC(=O)C3CC3)c(C)cc12
#15 COCCN1C(=O)c2oc3ccccc3c(=O)c2C1c1ccc(OC)c(OC)c1 (centres undefined)
#16 COc1ccc2[nH]cc(C(O)CN3CCC(C(N)=O)CC3)c2c1 (centres undefined)
#17 O=C(CSc1nnc(-c2ccccc2F)n1C1CC1)Nc1cccnc1Cl
#18 O=C(O)c1ccc(/C=N/NC(=O)c2ccc(F)cc2)cc1
#19 O=C1c2cccc3c(O)ccc(c23)C(=O)N1Cc1ccco1
#20 CC(C)CC(C(=O)NC(=O)NCc1ccccc1)N1C(=O)c2ccccc2C1=O (centres undefined)

assay / entry	8	9	10	11	12	13	14	15	16	17	18	19	20
p53 reactivation	?	-8%	-9%	-3%	4%	1%	-2%	2%	12%	-10%	0%	11%	18%
RORg inh	-41%	nt	-8%	?	23%	-21%	23%	-11%	-7%	?	-11%	11%	1%
NPC1 prom act	12%	-6%	-2%	-10%	-2%	-1%	0%	-3%	-3%	-1%	-6%	-3%	-3%
FLuc counter	-18%	3%	-1%	-1%	1%	-3%	6%	0%	3%	1%	19µM*	-10%	1%
BRCA1 expr act	-57%	0%	9%	1%	1%	-3%	2%	-2%	-25%	-8%	-1%	-13%	-15%
Rab9 prom act	15%	-5%	-9%	0%	9%	-1%	4%	-3%	-4%	-3%	1%	4%	4%
TRPV1 agonist	5	0	-6	10	3	0	3	5	0	8	11	?	0
Gal4-VP16 FLuc	-2%	nt	6%	-13%	5%	-6%	-11%	-12%	0%	40µM*	-6%	-2%	5%
ELG1 DNA repair	-1%	?	-19%	?	5%	-17%	17%	18%	-2%	?	2%	-12%	-9%
ELG1 genotox	?	-10%	-5%	-9%	0%	2%	0%	0%	1%	-1%	-2%	-5%	1%
Tb PFK inh	2%	-16%	0%	-1%	-4%	4%	-3%	1%	3%	3%	0%	-12%	2%

#21 O=C(COc1ccc(Cl)cc1)Nc1ncccn1
#22 Cc1ccn2c(=O)nc(SCC(=O)N3CCCCC3)nc2c1
#23 O=C(NC1CCCC1)C1CC(=O)N(c2ccc(F)cc2)C1 (centres undefined)
#24 O=C1/C(=C/C=C/c2ccccc2)Oc2c1ccc(O)c2CN1CCN(CCO)CC1
#25 Cc1ccccc1NC(=O)C1CCN(c2cc(-c3ccccc3)nc3ncnn23)CC1
#26 CC1CC(C)CN(c2ncnc3c2cnn3Cc2ccc(Cl)cc2)C1 (centres undefined)
#27 CC1CN(C(=O)COC(=O)/C=C/c2cccc([N+](=O)[O-])c2)CC(C)O1 (centres undefined)
#28 CC(C)c1nnc(NC(=O)C2CC(=O)N(CCc3ccc(F)cc3)C2)s1 (centres undefined)
#29 COc1ccc(C(=O)Nc2ccccc2C(=O)Nc2ccccn2)cc1
#30 CC(OC(=O)Cc1ccc(F)cc1)C(=O)N1CCc2ccccc21 (centres undefined)

assay / entry	21	22	23	24	25	26	27	28	29	30
p53 reactivation	?	5%	-1%	2%	-18%	5%	21%	-3%	nt	3%
RORg inh	0%	nt	25%	0%	-25%	-21%	nt	?	-11%	nt
NPC1 prom act	13%	7%	2%	-4%	-6%	2%	nt	-4%	?	1%
FLuc counter	19µM*	-1%	1%	12µM*	3%	0%	nt	0%	6µM*	1%
BRCA1 expr act	-11%	18%	0%	1%	-10%	-25%	-64%	-33%	?	-22%
Rab9 prom act	16%	-1%	0%	-7%	-3%	-9%	nt	3%	?	2%
TRPV1 agonist	3	-2	-1	9	-2	16	nt	4	24	16
Gal4-VP16 FLuc	7%	nt	-11%	-2%	-13%	-10%	nt	-4%	-2%	nt
ELG1 DNA repair	?	?	-2%	2%	15µM*	?	1.5µM*	?	?	?
ELG1 genotox	21µM*	-11%	-12%	0%	-6%	0%	-6%	0%	15%	3%
Tb PFK inh	0%	-12%	0%	2%	0%	13%	-9%	0%	-1%	-5%

#31 C[C@]12CCC(O)CC1CCC1C2CC[C@]2(C)C(c3cc(C(F)(F)F)n[nH]3)CCC12 (some centres undefined)
#32 COc1cc(OC)cc(C(=O)Nn2cc(C(=O)Nc3ccccc3F)c3ccccc3c2=O)c1
#33 Cc1ccc(NC(=S)NNC(=O)Nc2ccccc2)cc1
#34 Nc1cc(C(=O)OCC(=O)Nc2ccc(N3CCOCC3)cc2)ccc1Cl
#35 O=C(COC(=O)C1C2CC3OC(=O)C1C3C2)Nc1ccc(F)cc1 (centres undefined)
#36 Cc1ccc(CC(=O)N(Cc2ccccc2)c2ccccn2)cc1

assay / entry	31	32	33	34	35	36
p53 reactivation	5%	-8%	?	-2%	2%	-1%
RORg inh	25%	7%	?	nt	11%	?
NPC1 prom act	-2%	0%	?	-5%	3%	1%
FLuc counter	6%	4%	2.4µM*	-8%	-13%	0%
BRCA1 expr act	-33%	-31%	89%	40%	24%	-5%
Rab9 prom act	-5%	-3%	3.2µM*	-3%	-4%	-5%
TRPV1 agonist	12	-2	-2	3	-2	16
Gal4-VP16 FLuc	5%	-8%	-12%	nt	26%	-10%
ELG1 DNA repair	?	?	?	23%	8%	-14%
ELG1 genotox	-11%	-6%	?	1%	0%	-6%
Tb PFK inh	6%	-5%	-4%	11%	1%	0%

Random draw from the library; any-hit rate near 15%.
